TROY signal inh: TROY signaling inhibition; AID 1347056; 0.98% of 360,000 active; inhibition, % at 10 µM; Q293 LMP1-TROYcd NF-kB luciferase reporter, 4 h;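 active means compounds whose plate-normalised and pattern-corrected inhibition of the luciferase reporter signal at the single screening dose is 50% or more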
HIF-2a block: inhibitors of HIF-2a; 0.72% of 360,000 active; inhibition, % at 18.8 µM; AID 624352; 786-0 RCC cells HIF-2a reporter, luciferase luminescence, overnight;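 active means inhibition of the luminescence signal of 40% or more relative to plate controls, in a single-dose primary screen at 18.75 µM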
Shn3 3UTR inh: Schnurri-3 reporter inhibition in Clone20 osteoblasts | Clone20 osteoblast Shn3 3'UTR firefly luciferase, 24 h | inhibition, % at 12.5 µM | 0.52% of 360,000 active | AID 588674;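 active means mean inhibition of at least 75% with every replicate also reaching 75%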;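 further: 0% = median of neutral control wells and 100% = pilot-screen positive control compound; some compounds past the cut are filed as inactive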
KKLEB tox: CF airway cell cytotoxicity counter-screen. KKLEB CF airway cells viability, ATPlite luminescence, overnight; active compounds read low; cells stimulated with P. aeruginosa culture filtrate. activity change (cytotoxicity), % at 5 µM. AID 602141. 0.36% of 360,000 active;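 active means corrected activity change at or below -50% at 5 µM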
TRPM1 prom inh: inhibitors of MITF-driven TRPM1 promoter in melanoma cells; SK-MEL-5 TRPM1 promoter luciferase, 24 h; inhibition, % at 12.5 µM; 0.83% of 330,000 active;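 active means mean inhibition across replicates of 60% or more, whatever share of single replicates reaches that level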; further: values of inactives mirror those of a sister screen read the other way
C8 TRAIL sens: sensitizes caspase-8 expressing cells to TRAIL. NB7+C8 cells + TRAIL, ATPlite viability luminescence. inhibition (viability loss, TRAIL sensitization), % at 10 µM. 1% of 360,000 active;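 active means compounds causing at least 50% loss of cell viability in the single-dose screen, relative to plate controls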
TWEAK Fn14 block: blocks TWEAK-Fn14 interaction in a reporter cell assay; inhibition, % at 10 µM; 2% of 360,000 active; AID 1159606; TWEAK-stimulated Fn14 reporter cells, luciferase luminescence, 8 h; in the data active means inhibition above about 50%
NR2E3 ag-1: NR2E3 (human) agonism; GST-NR2E3/biotin-RetCOR TR-FRET, 1536-well; inhibition of corepressor binding, % at 4.78 µM; 0.12% of 320,000 active; AID 2300;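 active means percent inhibition above the cutoff of mean plus 3 SD of all tested compounds, set per screening campaign, cut at about 20% in these data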;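 further: 0% = DMSO wells and 100% = biotin wells as full block of FRET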
Target sequence (Q9Y5X4 whole entry, looked up): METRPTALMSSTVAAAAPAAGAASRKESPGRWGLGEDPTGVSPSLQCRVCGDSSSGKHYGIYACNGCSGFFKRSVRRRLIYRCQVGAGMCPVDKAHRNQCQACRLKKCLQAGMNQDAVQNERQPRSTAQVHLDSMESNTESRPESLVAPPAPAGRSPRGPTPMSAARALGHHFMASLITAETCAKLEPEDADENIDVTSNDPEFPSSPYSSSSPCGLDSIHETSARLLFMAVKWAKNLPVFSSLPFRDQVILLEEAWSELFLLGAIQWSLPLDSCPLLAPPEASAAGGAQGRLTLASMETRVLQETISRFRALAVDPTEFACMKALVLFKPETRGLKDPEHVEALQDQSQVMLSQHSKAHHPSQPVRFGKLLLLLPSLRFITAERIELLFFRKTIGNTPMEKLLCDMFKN
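system = GST-tagged NR2E3 plus biotinylated RetCOR corepressor | input = 1.35 nM GST-NR2E3 | also added = 7 nM biotin-RetCOR | schedule = 5 h incubation at 4 °C | measured by = TR-FRET with europium anti-GST and streptavidin-D2, 340 nm excitation | read-out = percent loss of FRET ratio relative to control wells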
NR2E3 ag-2: human photoreceptor-specific nuclear receptor agonism; AID 602229; inhibition of corepressor binding, % at 3.98 µM; 0.35% of 360,000 active; CHO-S Gal4-NCOR/VP16-NR2E3 two-hybrid, luciferase;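 active means inhibition above the mean of all tested compounds plus 3 SD, cut at about 70% in these data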;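 further: 0% = DMSO with NR2E3 transfected cells and 100% = cells lacking NR2E3 construct; higher means lower luciferase signal from less NR2E3 corepressor binding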
Peg3 promoter: reduces Peg3 promoter-driven luciferase expression in HeLa. HeLa PEG-Prom luciferase reporter, luminescence, overnight. inhibition, % at 20 µM. 1.7% of 360,000 active;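 active means inhibition of at least 50% at 20 µM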
CF NFkB inh: cystic fibrosis NF-kB activation inhibition. inhibition, % at 5 µM. 0.86% of 360,000 active. KKLEB NF-kB-GFP reporter, PAF-induced, GFP fluorescence overnight;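 active means at least 50% inhibition at 5 µM, scaled per plate between neutral and stimulator controls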;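 further: PAF is a Pseudomonas aeruginosa culture filtrate used as stimulus; plate controls were PAF-stimulated DMSO wells for no effect and unstimulated DMSO wells for full effect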
An asterisk follows results filed as active; x = no result given. Only part of the results is shown (hit frequency here may not be typical).

SMILES | TROY signal inh | HIF-2a block | Shn3 3UTR inh | KKLEB tox | TRPM1 prom inh | C8 TRAIL sens | TWEAK Fn14 block | NR2E3 ag-1 | NR2E3 ag-2 | Peg3 promoter | CF NFkB inh
CCN1C(=O)Cc2cc(S(=O)(=O)NCCc3ccccc3)ccc21 | 13 | 5 | 7 | 12 | 13 | 6 | 7 | -2 | -10 | 18 | -16
O=C(CSc1nc(Nc2ccccc2)nc(N2CCOCC2)n1)N1CCCC1 | 9 | 39 | 17 | -30 | -23 | 6 | -4 | 1 | 13 | -12 | 33
Clc1cccc(CSc2nc3ccncc3[nH]2)c1 | -20 | -161 | -22 | -4 | -55 | 41 | -16 | 1 | -88 | -135 | 8
COc1ccccc1NC(=O)CN1C(=O)CC(C)S(=O)(=O)c2ccccc21 (stereo unspecified) | 11 | 17 | -21 | 11 | -6 | -23 | 10 | 3 | -16 | 7 | -3
Cc1ccccc1OCC(O)CN1CCN(c2ccccn2)CC1 (stereo unspecified) | 10 | 17 | -10 | 23 | -5 | 3 | 0 | 2 | -7 | 11 | -8
COc1ccc(C(O)(C(C)C)C(CN2CCOCC2)c2ccc(Cl)cc2)cc1 (stereo unspecified) | 14 | 7 | 33 | 3 | 0 | 16 | 0 | -2 | -22 | 31 | 5
C#CC[N+](C)(C)C(C#Cc1ccccc1)CC=C (stereo unspecified) | 49 | -61 | -5 | -8 | -31 | -9 | 0 | -1 | 5 | -108 | 5
O=C(Nc1ccc(F)cc1F)c1cc2ccccc2oc1=O | -29 | -202 | -89 | 5 | -48 | 25 | 23 | -1 | -7 | -231 | -12
CCN(C[C@H]1N[C@@](C)(C(=O)OC)[C@H]2C(=O)N(Cc3ccccc3)C(=O)[C@@H]12)C(=O)c1ccc(C(C)(C)C)cc1 | -3 | 8 | -1 | 1 | -2 | 7 | 29 | x | 0 | 47 | -7
Cc1ccc(/C=C2\SC(N3CCCCC3)=NC2=O)cc1 | 12 | -319 | -119 | -7 | -59 | -8 | 10 | 0 | -58 | -220 | -1
O=C(Nc1ccc2oc(-c3ccncc3)nc2c1)c1ccc(Br)o1 | 1 | -32 | 4 | 8 | -14 | -13 | -2 | 1 | -3 | -4 | -9
C=CCC(CC=C)(NC(=O)c1cccc(C)c1)c1ccccc1 | 10 | 3 | 6 | -1 | 11 | -10 | 7 | -2 | 7 | -14 | 0
CN(Cc1ccccc1)C(=O)c1cccc(NC(=O)C2CCCN(C(=O)OC(C)(C)C)C2)c1 (stereo unspecified) | 18 | 5 | 8 | 8 | 11 | 4 | -5 | x | 15 | 14 | -19
O=C(Nc1ccccc1N1CCCC1)c1ccc(Br)o1 | -21 | -19 | -4 | -2 | -7 | -6 | 0 | -1 | 3 | -27 | 6
CCCNC(=O)C1(CC2CC(c3ccccc3)=NO2)CCN(C(=O)CCCCCBr)CC1 (stereo unspecified) | -18 | 4 | -4 | -2 | -3 | 8 | -9 | 0 | 5 | 1 | -26
O=C(CN(Cc1ccco1)C(=O)c1cccc(F)c1)Nc1ccccc1C(F)(F)F | -6 | -7 | 1 | 8 | -11 | -5 | -14 | 5 | -23 | 3 | -13
COc1cc(C)c2c(c1C=O)Oc1c(c(C)c(O)c3c1C(O)OC3=O)OC2=O (stereo unspecified) | 4 | 10 | -73 | -2 | 1 | -8 | 48 | 6 | -1 | -3 | 12
O=C(N/N=C/c1ccc(O)c([N+](=O)[O-])c1)C1CC1(c1ccccc1)c1ccccc1 (stereo unspecified) | -35 | -7 | 15 | -2 | 0 | 1 | -13 | 1 | 25 | 2 | 28
O=S(=O)(/N=C(\c1ccccc1)N1CCOCC1)c1cccs1 | -5 | 16 | -4 | -2 | 7 | 3 | 2 | 3 | -24 | 0 | 22
Clc1ccc2nc(-c3ccc(Cl)nc3)[nH]c2c1 | -30 | -263 | -47 | -1 | -36 | 14 | 4 | 5 | -124 | -195 | -20
CC(C)N1CCc2[nH]c(=S)[nH]c(=O)c2C1 | 1 | 14 | -3 | 20 | -19 | 9 | 8 | -1 | 4 | 9 | -3
Fc1ccc(NC(=S)NC2CC3CCC(C2)N3Cc2ccco2)cc1 (stereo unspecified) | -7 | 11 | 1 | 2 | 2 | -10 | -2 | -2 | -18 | -2 | 0
CSc1ccc(/C=C(/NC(=O)c2ccccc2)C(=O)NCCN2CCOCC2)cc1 | -11 | 11 | 4 | 2 | 2 | -3 | -19 | 15 | -21 | 17 | -6
Cc1csc(NC(=O)CSCC(=O)O)c1-c1nc2ccccc2s1 | -11 | 10 | 6 | 1 | -5 | 1 | 10 | 3 | 50 | -13 | -11
COc1cccc(-c2nc(CS(=O)(=O)CC(=O)Nc3c(C)cccc3C)c(C)o2)c1 | -3 | 1 | 22 | 7 | x | -14 | -29 | 0 | 19 | 15 | -3

The list continues:
SMILES | TROY signal inh | HIF-2a block | Shn3 3UTR inh | KKLEB tox | TRPM1 prom inh | C8 TRAIL sens | TWEAK Fn14 block | NR2E3 ag-1 | NR2E3 ag-2 | Peg3 promoter | CF NFkB inh
CC(C(=O)OCC(=O)Nc1ccccc1OC(F)F)N1C(=O)C2CC=CCC2C1=O (stereo unspecified) | -21 | 2 | 1 | 2 | x | -3 | -7 | x | -18 | 2 | -11
CC(=O)[C@H]1[C@H](C#N)C[C@H]2[C@@H]3CC=C4C[C@@H](O)CC[C@]4(C)[C@H]3CC[C@@]21C | -11 | 4 | 12 | -8 | -13 | -8 | -4 | 5 | -21 | -5 | -3
O=c1c2cnn(-c3ccccc3)c2nc(-c2cccs2)n1-c1cccc(Cl)c1 | -4 | -24 | 31 | -21 | 12 | 23 | 28 | 2 | -9 | -4 | -18
N#Cc1nc(-c2ccccc2Cl)oc1NCC1CCCO1 (stereo unspecified) | -21 | -110 | -1 | 2 | -23 | -17 | -67 | -3 | 9 | -41 | 6
C#CC1(NC(=O)NS(=O)(=O)c2ccc(C)cc2)CCCCC1 | -19 | 19 | 10 | 10 | 5 | -10 | 5 | 0 | 2 | 13 | 5
NS(=O)(=O)c1ccc(CCNC(=O)c2cncc(Br)c2)cc1 | 4 | 6 | 10 | -4 | -11 | 11 | -4 | 1 | -10 | 7 | 1
CC(=NCCN1CCN(C(=S)Nc2ccccc2)CC1)C1=C(O)CC(C)(C)CC1=O | -20 | 12 | 22 | 0 | 8 | -19 | 14 | 2 | -5 | 11 | -5
Cc1noc(C)c1COc1ccc2ccc(=O)oc2c1 | -7 | -1 | -28 | 9 | 2 | 7 | -6 | 1 | 5 | 5 | -1
C=CCc1cccc(C=Nc2c[nH]c(=O)[nH]c2=O)c1O | -3 | 6 | 5 | 1 | 4 | 2 | 3 | -3 | -25 | -4 | -14
O=S(=O)(c1ccccc1C(F)(F)F)N1CCN(S(=O)(=O)c2ccccc2C(F)(F)F)CC1 | 9 | 9 | 6 | 0 | 20 | -11 | 9 | -4 | -16 | 13 | 14
Cc1cccc(NC(=O)N2CCCC2C(=O)Nc2ccccc2)c1 (stereo unspecified) | 2 | 13 | 3 | 1 | 13 | -18 | 12 | -2 | -7 | 14 | -5
CC(=O)Nc1ccc(S(=O)(=O)N2CCN(Cc3ccncc3)CC2)cc1 | 8 | 5 | 4 | 1 | 10 | 0 | -13 | 2 | 16 | 15 | -6
Cc1ccc(C(=O)CN2CCN(c3ccccn3)CC2)c(C)c1 | -16 | -16 | -3 | 25 | 1 | 8 | 4 | x | -31 | -7 | 5
CC(C)(C)c1csc(NC(=O)c2cccnc2)n1 | -8 | -67 | -20 | 4 | -18 | 19 | -1 | x | -22 | -40 | 9
Cc1ccc(-n2nnnc2-c2cnc(N3CCCC3)nc2C(F)(F)F)cc1 | 21 | 32 | 82 | 7 | 16 | 2 | 33 | -3 | 9 | 21 | -13
O=C1CC(C(=O)Nc2ccc(C(=O)N3CCOCC3)cc2)C2(CCCCC2)O1 (stereo unspecified) | -10 | 12 | -53 | 1 | -8 | 0 | -17 | 1 | 8 | 1 | -5
COc1ccc(C/C(N)=N/OC(C)=O)cc1OC | -18 | 11 | 5 | 9 | -1 | -5 | 13 | 1 | -4 | -9 | -6
Cc1cccc(N(C(=O)c2snc(C(N)=O)c2N)C(C(=O)NCC2CCCO2)c2ccc3ncccc3c2)c1 (stereo unspecified) | -11 | 7 | 7 | -1 | 7 | 3 | 19 | 5 | -21 | 4 | 0
C=CCn1c(Cc2nc3ccccc3[nH]2)n[nH]c1=S | 6 | -18 | 3 | 10 | -5 | 4 | -13 | -2 | 5 | 5 | -10
Cc1nc2nc[nH]n2c(=O)c1NC(=O)CCc1ccccc1 | -3 | 7 | 4 | 13 | 7 | -3 | 0 | -1 | -18 | -1 | -2
CC1(C)CC(=O)C2=C(C1)N(c1ccc(F)cc1)C(=O)NC2(C(F)(F)F)C(F)(F)F | -13 | 14 | -22 | -8 | -1 | -13 | 19 | -1 | -11 | 4 | 8
CCN(CC)C(=O)C1CCCN(c2ccc([N+](=O)[O-])cc2/C=N/NC(=O)c2cccc(Br)c2)C1 (stereo unspecified) | -27 | 21 | 42 | -11 | 8 | 2 | 23 | 1 | -19 | 5 | 2
Cc1ccc(S(=O)(=O)N2CCCC(C(=O)NCc3ccccn3)C2)cc1 (stereo unspecified) | 5 | 15 | -17 | 3 | 0 | 0 | 7 | -1 | 4 | 8 | 0
O=C(Nc1nnc(CCS(=O)(=O)c2ccc3ccccc3c2)s1)c1ccc([N+](=O)[O-])cc1 | -4 | -6 | -28 | 3 | 0 | 10 | -23 | -1 | -12 | -5 | -5
Oc1cccc(/C=N/Nc2nn3cnnc3c3ccccc23)c1 | 17 | 0 | -4 | -3 | 12 | 38 | 12 | 0 | 1 | -11 | -23
O=c1c2c3nc4ccccc4nc3n(CC3CCCO3)c2ncn1CCc1ccccc1 (stereo unspecified) | -11 | 3 | 26 | 2 | -3 | 10 | 34 | 1 | -38 | 26 | -10
O=C1/C(=C/c2ccc(O)c([N+](=O)[O-])c2)SC(=S)N1Cc1ccccc1 | 34 | -36 | 18 | -24 | 5 | 24 | 60* | 1 | 1 | 18 | 38
COc1ccc(NC(=O)CSCC(=O)Nc2ccc(S(=O)(=O)N3CCCCC3)cc2)cc1 | 11 | 4 | 16 | -9 | 10 | 6 | 2 | 0 | -33 | 21 | 21
Cc1ccc2[nH]c(C(F)(F)F)cc(=O)c2c1 | -16 | -1 | -14 | -3 | 10 | 30 | -35 | 0 | -34 | 9 | -8
N#C/C(=N\Nc1ccccc1F)C(=N)N1CCCCC1 | 0 | -189 | -92 | -7 | -84 | 21 | -16 | -6 | -117 | -268 | 18

Of the compounds above, these contain a thiophene ring, fused or not:
SMILES | TROY signal inh | HIF-2a block | Shn3 3UTR inh | KKLEB tox | TRPM1 prom inh | C8 TRAIL sens | TWEAK Fn14 block | NR2E3 ag-1 | NR2E3 ag-2 | Peg3 promoter | CF NFkB inh
O=S(=O)(/N=C(\c1ccccc1)N1CCOCC1)c1cccs1 | -5 | 16 | -4 | -2 | 7 | 3 | 2 | 3 | -24 | 0 | 22
Cc1csc(NC(=O)CSCC(=O)O)c1-c1nc2ccccc2s1 | -11 | 10 | 6 | 1 | -5 | 1 | 10 | 3 | 50 | -13 | -11
O=c1c2cnn(-c3ccccc3)c2nc(-c2cccs2)n1-c1cccc(Cl)c1 | -4 | -24 | 31 | -21 | 12 | 23 | 28 | 2 | -9 | -4 | -18
